From PubChem
NR2E3 ag-1 – inhibitors of NR2E3-RetCOR corepressor binding, primary screen, NR2E3 agonist project, biochemical, TR-FRET, GST-NR2E3, biotin-RetCOR; inhibition of corepressor binding, % at 4.78 µM; 320,000 tested, 0.12% active; 1536-well; Photoreceptor-specific nuclear receptor (Homo sapiens), Q9Y5X4; AID 2300, 2010;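 active = percent inhibition above the cutoff of mean plus 3 SD of all tested compounds, set per screening campaign, cut at about 20% in these data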;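 note: 0% = DMSO wells and 100% = biotin wells as full block of FRET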
Target sequence (Q9Y5X4 whole entry, looked up): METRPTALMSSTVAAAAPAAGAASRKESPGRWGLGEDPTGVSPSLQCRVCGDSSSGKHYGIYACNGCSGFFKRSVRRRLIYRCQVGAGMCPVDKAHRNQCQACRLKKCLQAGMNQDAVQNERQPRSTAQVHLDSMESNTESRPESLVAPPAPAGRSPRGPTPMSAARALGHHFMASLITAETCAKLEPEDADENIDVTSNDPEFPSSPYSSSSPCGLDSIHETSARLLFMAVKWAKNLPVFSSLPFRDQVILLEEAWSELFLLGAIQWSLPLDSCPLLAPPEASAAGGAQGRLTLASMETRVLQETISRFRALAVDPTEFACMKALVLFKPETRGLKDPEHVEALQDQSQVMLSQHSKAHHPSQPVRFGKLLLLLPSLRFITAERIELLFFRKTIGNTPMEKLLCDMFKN
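Format: 1536-well format; test system: GST-NR2E3 and biotin-RetCOR proteins; read-out basis: percent inhibition of TR-FRET ratio; timing: 5 h incubation at 4 °C; detection: time-resolved FRET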
Peg3 promoter – Peg3 promoter-driven luciferase inhibitors, primary screen, cell-based, HeLa, luciferase luminescence | HeLa PEG-Prom luciferase reporter, overnight | inhibition, % at 20 µM | 360,000 tested, 1.7% active | AID 588405, 2011;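 active = inhibition of at least 50% at 20 µM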
NR2E3 ag-2 – NR2E3 agonists in two-hybrid cells, primary screen, cell-based, luminescence, CHO-S, Gal4-NCOR/VP16-NR2E3. luciferase. inhibition of corepressor binding, % at 3.98 µM. AID 602229, 2012. Photoreceptor-specific nuclear receptor (Homo sapiens), Q9Y5X4. 360,000 tested, 0.35% active;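 active = inhibition above the mean of all tested compounds plus 3 SD, cut at about 70% in these data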;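 note: 0% = DMSO with NR2E3 transfected cells and 100% = cells lacking NR2E3 construct; higher means lower luciferase signal from less NR2E3 corepressor binding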
PDI inh – inhibitors of human PDI, primary screen, biochemical, turbidity, single point, plate reader; PDI insulin aggregation turbidity, A650, 90 min; 350,000 tested, 0.052% active; AID 588391, 2011; inhibition, % at 10 µM;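 active = mean inhibition across replicates of 30% or more, whatever share of single replicates reach that level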;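 note: absorbance from insulin aggregation driven by PDI reduction with DTT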
Target sequence (P07237 whole entry, looked up): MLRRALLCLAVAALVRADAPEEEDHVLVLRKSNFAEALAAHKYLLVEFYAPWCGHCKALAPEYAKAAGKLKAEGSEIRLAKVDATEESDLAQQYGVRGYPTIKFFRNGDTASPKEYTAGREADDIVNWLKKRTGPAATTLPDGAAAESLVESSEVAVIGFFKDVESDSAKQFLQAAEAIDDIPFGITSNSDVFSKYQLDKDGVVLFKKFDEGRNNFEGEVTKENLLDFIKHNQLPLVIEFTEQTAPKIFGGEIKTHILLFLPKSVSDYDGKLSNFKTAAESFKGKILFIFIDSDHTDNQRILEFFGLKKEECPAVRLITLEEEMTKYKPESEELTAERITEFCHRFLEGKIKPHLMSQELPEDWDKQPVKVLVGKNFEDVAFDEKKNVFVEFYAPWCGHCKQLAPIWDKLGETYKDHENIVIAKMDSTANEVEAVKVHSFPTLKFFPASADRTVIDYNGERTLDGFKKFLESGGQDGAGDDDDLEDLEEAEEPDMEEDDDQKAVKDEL
Cardio protect – cardioprotection against H2O2-induced cell death, primary screen, uHTS, H9c2 cells, ATPLite luminescence. H9c2 cardiomyocytes, H2O2 injury protection, 2 h. 360,000 tested, 0.63% active. protection from H2O2 cell death, % at 20 µM;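 active = compounds giving at least 50% protection of heart cells from peroxide-induced death in the single-dose screen, raw or plate-pattern-corrected value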;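 note: 0% = DMSO wells with peroxide and 100% = DMSO wells without peroxide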
iPSC survival up – enhancers of single-cell hiPSC survival, primary screen, ATPlite luminescence; 360,000 tested, 0.044% active; survival enhancement, % at 20 µM; 100% = ROCK inhibitor wells, 0% = DMSO; in the data active = survival enhancement above about 18%;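 note: cells exposed to compounds for 16 hours before the ATP read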
MITF TRPM1 inh – inhibitors of MITF-dependent TRPM1 promoter reporter, primary screen, cell-based, SK-MEL-5, single point, luciferase | SK-MEL-5 TRPM1 promoter luciferase, 24 h | inhibition, % at 12.5 µM | AID 488899, 2010 | 330,000 tested, 0.83% active;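 active = mean inhibition across replicates of 60% or more, whatever share of single replicates reaches that level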; note: values of inactives mirror those of a sister screen read the other way
HIF-2a block – HIF-2a reporter inhibitors, primary screen, luminescence, 786-0 RCC cells; 786-0 RCC cells HIF-2a reporter, luciferase luminescence, overnight; inhibition, % at 18.8 µM; 360,000 tested, 0.72% active; AID 624352, 2012;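 active = inhibition of the luminescence signal of 40% or more relative to plate controls, in a single-dose primary screen at 18.75 µM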
Shn3 inh set2 – reduction of Shn3 3'UTR firefly luciferase signal, primary screen, Schnurri-3 inhibitor project, cell-based, Clone20 osteoblasts, set 2; AID 588674, 2011; inhibition, % at 12.5 µM; 360,000 tested, 0.52% active; Clone20 osteoblast Shn3 3'UTR firefly luciferase, 24 h;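 active = mean inhibition of at least 75% with every replicate also reaching 75%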;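 note: 0% = median of neutral control wells and 100% = pilot-screen positive control compound; some compounds past the cut are filed as inactive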
HTR2A ag – mouse Htr2a agonists via beta-arrestin recruitment, primary screen, cell-based, luminescence; activation, % at 7.6 µM; CHO-K1 mHTR2A beta-arrestin complementation; percent of 30 µM serotonin response; AID 624169, 2012; 5-hydroxytryptamine receptor 2A (Mus musculus), P35363; 360,000 tested, 0.66% active;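 active = activation above a run cutoff, the mean activation of all tested compounds plus 3 SD, cut at about 14% in these data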;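 note: 0% = plate median of compound wells and 100% = 30 µM serotonin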
CaV13 FRET inh – Primary screen for inhibitors of IQ motif and Ca2+-dependent inactivation inhibitor domain binding in CACNA1D, Förster resonance energy transfer in living cells, …. HEK cells, CFP/YFP FRET ICDI-IQ, plate reader, 10 min; percent FRET-ratio fall versus neutral wells. 340,000 tested, 0.098% active. AID 743397. inhibition, % at 12.3 µM;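 active = mean replicate inhibition of at least 30% and at least 1% of replicates passing that level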;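 note: 0% = median of the neutral control wells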
The depositor's hits bear a star; / = not tested or not shown.

Values run as follows: CaV13 FRET inh, MITF TRPM1 inh, HTR2A ag, PDI inh, NR2E3 ag-1, HIF-2a block, iPSC survival up, Peg3 promoter, Cardio protect, Shn3 inh set2, NR2E3 ag-2
CCOC(=O)C1=C(C)NC2=C(C(=O)CCC2)C1c1cn(Cc2ccc(Cl)cc2Cl)nc1-c1ccccc1 (centres undefined)
 : -5, 3, -8, 4, 2, 30, -0.2, 41, 10, 13, -15
CCN(CC)CCNC(=O)C(=O)Nc1cc2c3c(c1)CCC(=O)N3CCC2
 : -4, -14, -4, -1, 0, 12, -0.7, -17, 3, -24, 75*
Cc1cc(Cl)ccc1OCCCC(=O)NCCc1nnc2ccccn12
 : -14, -1, -4, -1, 2, -5, -0.3, -12, -2, 0, -13
Nc1ncnc2c1nc(Br)n2[C@@H]1O[C@@H]2COP(=O)(O)O[C@H]2[C@H]1O
 : -5, -12, -3, 8, 1, -3, 2.5, 43, 4, -91, -12
Cc1ccccc1C(=O)N1CCN(c2ccc(NC(=O)CSc3ccc(Cl)cc3)cc2)CC1
 : -7, 50, -2, -2, 1, 15, 0.6, 14, -13, 83, 57
O=C1[C@H]2CCC=C[C@H]2[C@H](c2cccc(Br)c2)N1Cc1ccccc1
 : /, -5, 1, -8, /, 20, 2.1, 9, 8, -11, -18
COc1ccc(-n2nc3c(c2NC(=O)C2CC2)CS(=O)C3)cc1 (centres undefined)
 : -5, 6, 4, 15, 4, 15, 0.1, 7, 6, -7, -8
O=C(N/C(=C/c1ccco1)C(=O)N1CCCCC1)c1cccs1
 : -5, 1, -4, 1, 3, 1, -0.7, 9, 0, 1, -1
CCC(C)c1ccccc1OCCCNC1CCCC1 (centres undefined)
 : 4, 20, -5, 2, -4, 3, -0.2, -10, 0, -9, -1
COCCCNC(=O)c1cccs1
 : -3, 14, -3, 0, 2, 1, -2.7, 10, -2, 4, -16
CC(C)NC(=O)Cn1c(=O)c2c(ncn2Cc2ccccc2)n(Cc2ccccc2)c1=O
 : -7, 5, 3, -7, -1, -2, -0.5, 7, 1, 5, -14
CCOC(=O)C1(Cc2ccccc2)CCCN(C(=O)c2cn[nH]c2)C1 (centres undefined)
 : -4, -6, 2, -5, 2, 14, -0.5, -6, -1, -3, -53
C=CCOc1ccc(/C=C/C(=O)OCC(=O)NC2CCCCCCC2)cc1
 : -3, -2, 7, 16, -2, 10, 2.3, 34, -6, 17, 9
CC(C)c1ccccc1NC(=O)c1ccccc1NC(=O)C1CCCCC1
 : -9, 19, 2, 0, 1, 28, -1.0, 28, 5, 25, -26
C[C@H](NC(=O)OCc1ccccc1)C(=O)NNC(=O)[C@H](C)NC(=O)OCc1ccccc1
 : -10, -5, 3, 2, 0, 9, -0.1, 10, 0, 13, -18
CCOC(=O)C1CCC/C1=N\NC(=O)CN(c1cc(OC)ccc1OC)S(=O)(=O)c1ccccc1 (centres undefined)
 : -3, -3, -7, 12, 1, 1, 0.0, 8, 8, -2, -43
Cc1ccc(Cn2c(=O)c3c(nc4n3CCCN4Cc3ccccc3)n(C)c2=O)cc1
 : /, 10, 1, -10, 2, 11, 3.6, 27, -2, 21, -1
Cc1ccc(S(=O)(=O)N2CCOC2CNC(=O)C(=O)NCCN2CCOCC2)cc1 (centres undefined)
 : -11, 9, -3, 11, -1, 7, 1.1, 6, 3, -9, -6
O=C(NCc1cccnc1)c1ccc(=O)oc1
 : -4, 3, -1, -1, 4, 1, 1.9, -2, 1, -33, -19
CCC(=O)Nc1cccc(NC(=O)CSc2nc3c(c(=O)n(C)c(=O)n3C)n2C)c1
 : -17, -11, 3, 2, 1, 15, -0.1, -9, -2, 7, -22
CCOC(=O)c1c(NCC(C)C)c2ccccc2[nH]c1=O
 : -6, -13, 1, 9, -2, 24, 0.8, 19, 5, 7, 11
O=C(COc1ccc2c(-c3ccccc3)cc(=O)oc2c1)NCCCN1CCOCC1
 : -15, -4, -6, -6, 2, -15, 0.4, -18, 1, -33, -40
CCCc1nc(SCC(=O)c2ccccc2)c2c(=O)n(C)c(=O)n(C)c2n1
 : -6, /, 2, /, 4, -2, 1.1, 19, 3, 44, 10
O=C1NC(=O)C(c2cn(-c3ccccc3)nc2-c2ccc(F)cc2)N1 (centres undefined)
 : /, 3, -2, -2, 2, 12, 0.9, 15, -4, 11, -3
COc1ccc(C(=O)O)cc1S(=O)(=O)N(CCc1ccccc1)Cc1ccccc1
 : -7, 2, -4, -4, 5, 6, -0.3, 10, 2, -16, -4
CCOC(=O)[C@H]1[C@H]2COc3ccc(OC)cc3[C@@H]2N2C(=O)CN(CCc3c[nH]c4ccccc34)C(=O)[C@@]12C
 : -10, 11, 1, 4, -3, 11, 1.1, -2, 10, 4, -18
COc1ccc(C(=O)NCC(=O)N/N=C(C)\C=C\c2ccccc2)cc1OC
 : -7, 12, 3, 11, -2, 14, 1.0, 7, 1, 6, -14
CC(C)(NO)/C(=N\O)c1ccccc1
 : -2, -1, -2, 0, -1, 8, -3.1, -2, 6, 5, -14
Cc1ccc(S(=O)(=O)N/N=C/C(C)(C)CO)cc1
 : /, 0, -3, 1, 2, 17, -0.3, 3, 4, 6, -28
COC(=O)c1ccccc1OCCN1CCCCCC1
 : -4, 12, -4, -16, 5, -2, 1.3, 9, -2, 16, -38

Some of the entries so far, with tabs:
SMILES	CaV13 FRET inh	MITF TRPM1 inh	HTR2A ag	PDI inh	NR2E3 ag-1	HIF-2a block	iPSC survival up	Peg3 promoter	Cardio protect	Shn3 inh set2	NR2E3 ag-2
CCN(CC)CCNC(=O)C(=O)Nc1cc2c3c(c1)CCC(=O)N3CCC2	-4	-14	-4	-1	0	12	-0.7	-17	3	-24	75*
Cc1cc(Cl)ccc1OCCCC(=O)NCCc1nnc2ccccn12	-14	-1	-4	-1	2	-5	-0.3	-12	-2	0	-13
Nc1ncnc2c1nc(Br)n2[C@@H]1O[C@@H]2COP(=O)(O)O[C@H]2[C@H]1O	-5	-12	-3	8	1	-3	2.5	43	4	-91	-12

(next part)
Values run as follows: CaV13 FRET inh, MITF TRPM1 inh, HTR2A ag, PDI inh, NR2E3 ag-1, HIF-2a block, iPSC survival up, Peg3 promoter, Cardio protect, Shn3 inh set2, NR2E3 ag-2
N=c1c(S(=O)(=O)c2ccc(Br)cc2)cc2c(=O)n3ccccc3nc2n1C1CCCC1
 : -3, -7, 4, 0, 3, 11, 0.0, 14, -5, 14, -42
CCCS(=O)(=O)NCc1ccc2c(c1)cc(C)n2C
 : -11, 0, 1, 2, 3, 13, -1.3, -1, 10, 1, 4
O=C(NCCc1cn2ccsc2n1)c1cccs1
 : -6, /, 0, /, 1, -56, 1.4, -22, -6, 31, 2
COc1cccc(CNC(=O)[C@@H]2CCCN2C(=O)[C@H]2CCCCN2C(=O)c2cccc(OC)c2)c1
 : -5, /, 0, /, /, 13, -0.2, /, /, /, -11
CCN(CC)C(=O)Cn1cc(S(=O)(=O)CC(=O)Nc2cc(C)on2)c2ccccc21
 : /, 8, -2, 1, 0, 3, 0.7, 6, -1, -18, -22
Cc1cc(C)cc(Oc2coc3cc(OC(=O)c4cccs4)ccc3c2=O)c1
 : -5, -5, -2, -1, -1, 5, 0.3, 6, -9, -7, -21
Cc1cccc(CN2CCN(C3CN(Cc4ccc(F)cc4)S(=O)(=O)C3)CC2)c1 (centres undefined)
 : /, /, 18*, /, /, 6, -0.5, 14, -4, 3, -5
CS(=O)(=O)N1CCC(c2noc(-c3ccc(C(F)(F)F)cc3)n2)CC1
 : /, 13, 4, 13, 0, -35, -1.5, -18, -10, 25, -12
C=C(CC[C@@H](O)C(C)(C)O)[C@H]1CC[C@]2(C)[C@@H]1CCC1[C@@]3(C)CC[C@H](O)C(C)(C)C3CC[C@]12C (some centres undefined)
 : 13, -4, 0, -6, /, 3, -3.5, 38, -5, 0, -8
O=C(N/N=C/c1cccc(F)c1)c1csc2c1CCCC2
 : 1, -143, -4, 9, 2, -262, -2.2, -297, -18, -55, -175
COCc1cc(=O)oc2cc(NS(=O)(=O)c3ccc(C)cc3)ccc12
 : -4, /, 6, 0, 2, 16, 6.9, 6, -4, 4, 10
Cc1cccc(-c2noc(CN(C(=O)CCc3ccccc3)C(C)C)n2)c1
 : /, -1, -8, -14, 0, -25, -0.9, 5, -16, -1, -3
COc1ccc(CCNC(=S)Nc2cc(C)cc(C)c2)cc1
 : /, 13, -6, 0, 0, 13, -0.9, 24, -6, 3, 2
CN(C)c1ccc(/C=N/NC(=O)c2ccc(CN3CCOCC3)cc2)cc1Br
 : -4, -3, 0, 16, 3, 7, 0.1, -2, 12, -9, 13
Brc1ccc(C[n+]2ccccc2)cc1
 : -10, 12, 8, 1, 0, -1, 0.8, 1, 5, -6, -19
CCOC(=O)C(=O)NC(C)CCc1ccccc1 (centres undefined)
 : -17, 2, 0, 0, 0, 17, -0.4, 22, 5, -1, -5
COc1ccccc1C(=O)NCC(=O)N/N=C/c1cc(Br)ccc1OC(=O)/C=C\c1ccco1
 : -4, 30, -2, 15, -1, 5, 0.6, 33, 88*, 47, 8
Cc1ccc(-c2nc3sc(C(N)=O)c(N)c3c3c2CCCC3)cc1
 : -7, -3, 4, -1, 10, 12, 2.3, 26, 37, -13, 5
CCCCN(C)C(=O)c1cn(CC)c2nc(C)ccc2c1=O
 : -5, 4, 4, -5, 1, 6, 0.7, 4, 6, 12, -27
CC1OC(Nc2cccc3ccccc23)C(O)C(O)C1O (centres undefined)
 : -10, 45, 0, 1, -3, 7, -0.1, -16, -18, -9, -9
